# ABHD5-PLIN5 inh: blocks binding of human ABHD5 to perilipin-5. Split G. princeps luciferase complementation, luminescence, 4 h. AID 602281. actives 0.78% (n = 360,000). Q00G26+Q8WTS1. inhibition, % at 4 µM;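 active = inhibition above the mean inhibition across every tested compound plus 3 SD, cut at about 22% in these data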;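 note: 0% = DMSO only wells and the 100% control is not disclosed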
# Granule exo inh: blocks lytic granule exocytosis; TALL-104 LAMP-1 surface exposure, flow cytometry; cells stimulated with thapsigargin and PMA; inhibition, % at 10 µM; actives 0.66% (n = 360,000);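 active = inhibition above about 55%, limit read from the data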
# aDG glyco up: alpha-DG glycosylation activation; Pro5-aDG cells, alpha-DG glycosylation AlphaScreen (IIH6); 0% Pro5, 100% B10-LARGE cell signal; activation, % at 10 µM; actives 0.22% (n = 360,000); AID 624168;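 active = activation of at least 8% versus controls, or a plate z-score of at least 8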;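 note: Pro5 are CHO cells carrying HIG-tagged alpha-DG that lacks glycosylation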
# MC4R ag barr: human MC4R agonism via beta-arrestin. P32245. U2OS MC4R beta-arrestin complementation, luminescence; percent of melanotan II response, DMSO zero. activation, % at 8.9 µM. actives 0.98% (n = 360,000). AID 540308;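 active = activation above a per-plate cutoff, the mean activation of sample wells on that plate plus 3 SD, cut at about 8% in these data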
# Target sequence (P32245 whole entry, looked up): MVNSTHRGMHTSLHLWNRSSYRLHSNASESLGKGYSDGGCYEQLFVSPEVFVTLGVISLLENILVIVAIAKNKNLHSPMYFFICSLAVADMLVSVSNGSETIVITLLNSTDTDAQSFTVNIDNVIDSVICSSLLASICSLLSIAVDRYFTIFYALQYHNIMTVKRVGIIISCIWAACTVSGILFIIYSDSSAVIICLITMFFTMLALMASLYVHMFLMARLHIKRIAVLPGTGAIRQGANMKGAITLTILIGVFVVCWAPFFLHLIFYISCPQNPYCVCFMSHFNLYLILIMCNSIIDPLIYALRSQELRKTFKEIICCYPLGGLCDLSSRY
# HTR2A ag: agonists of mouse serotonin 5-HT2A receptor (HTR2A); P35363; CHO-K1 mHTR2A beta-arrestin complementation, luminescence; percent of 30 µM serotonin response; activation, % at 7.6 µM; actives 0.66% (n = 360,000); AID 624169;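 active = activation above a run cutoff, the mean activation of all tested compounds plus 3 SD, cut at about 14% in these data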;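 note: 0% = plate median of compound wells and 100% = 30 µM serotonin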
# Target sequence (P35363 whole entry, looked up): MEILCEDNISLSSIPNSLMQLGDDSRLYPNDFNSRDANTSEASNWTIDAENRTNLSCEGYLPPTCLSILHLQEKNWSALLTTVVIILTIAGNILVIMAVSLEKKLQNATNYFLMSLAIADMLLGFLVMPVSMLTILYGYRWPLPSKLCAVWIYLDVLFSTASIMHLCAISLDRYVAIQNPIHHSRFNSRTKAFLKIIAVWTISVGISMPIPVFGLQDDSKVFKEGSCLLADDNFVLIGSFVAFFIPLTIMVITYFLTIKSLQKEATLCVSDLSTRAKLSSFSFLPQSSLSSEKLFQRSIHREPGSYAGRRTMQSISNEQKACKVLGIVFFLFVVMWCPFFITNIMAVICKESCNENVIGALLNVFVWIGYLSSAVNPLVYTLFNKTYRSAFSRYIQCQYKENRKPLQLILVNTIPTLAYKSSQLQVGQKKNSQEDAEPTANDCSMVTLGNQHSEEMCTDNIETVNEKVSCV
# MC4R antag cAMP: blocks human MC4R cAMP signaling | actives 0.48% (n = 360,000) | inhibition, % at 6.5 µM | MC4R-expressing cells, MTII-stimulated cAMP, LANCE TR-FRET | AID 540295;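 active = inhibition above its plate's cutoff, the mean of tested wells on that plate plus 3 SD, cut at about 29% in these data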;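 note: 0% = Melanotan II alone and 100% = Melanotan II plus saturating MCL0020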
#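 Test system: U2OS cells stably expressing human melanocortin 4 receptor (MC4R); also added: Melanotan II challenge; compound: 6.5 µM single dose; timing: 30-min compound preincubation, 1-h Melanotan II challenge, 1-h detection, room temperature; signal: Eu-cAMP/anti-cAMP TR-FRET, emission 671 nm; repeats: one well per compound, no replicates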
# iPSC survival up: enhancers of human iPSC single-cell survival; actives 0.044% (n = 360,000); survival enhancement, % at 20 µM; hiPSC single-cell survival, ATPlite luminescence; 100% = ROCK inhibitor wells, 0% = DMSO; in the data active = survival enhancement above about 18%;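 note: cells exposed to compounds for 16 hours before the ATP read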
# N-glyco inh: blocks N-linked glycosylation in D54 reporter cells. reporter increase, % at 12.5 µM. D54 ERlucT glycosylation luciferase reporter, 24 h; percent of 100 nM tunicamycin response. AID 588692. actives 0.23% (n = 360,000);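 active = mean luciferase reporter signal, scaled so untreated is 0 and the glycosylation-blocking control 100, at or above a set limit in every replicate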;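 note: luciferase carries N-glycosylation sites so blocking glycosylation raises the light; 0% = median of neutral control wells and 100% = median of 100 nM tunicamycin wells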
# H9c2 protect: protects H9c2 cardiomyocytes from peroxide injury. H2O2 injury protection, ATPLite, 2 h. protection from H2O2 cell death, % at 20 µM. actives 0.63% (n = 360,000);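 active = compounds giving at least 50% protection of heart cells from peroxide-induced death in the single-dose screen, raw or plate-pattern-corrected value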;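 note: 0% = DMSO wells with peroxide and 100% = DMSO wells without peroxide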
# ABCB6 inh 2: inhibitors of human ABC transporter ABCB6; fluorescence ratio to DMSO, % at 10 µM; K562-ABCB6 porphyrin accumulation, flow cytometry, 1 h; hits give low values; Q9NP58; actives 0.19% (n = 360,000); AID 602162;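 active = fluorescence ratio to DMSO below 75%, the collection mean minus 3 SD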;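 note: signal is porphyrin accumulated inside mitochondria; 100% equals median channel fluorescence of DMSO control wells; lower ratio means ABCB6 inhibition with less porphyrin fluorescence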
# Active calls of the source: *; · = not tested or not shown. Outcome played no part in choosing rows; 4.5% or so of the library scored in one or more.
SMILES,ABHD5-PLIN5 inh,Granule exo inh,aDG glyco up,MC4R ag barr,HTR2A ag,MC4R antag cAMP,iPSC survival up,N-glyco inh,H9c2 protect,ABCB6 inh 2
O=C1CCC/C=C\C[C@@H](CC(=O)N(CCO)Cc2ccccc2)C(=O)N2CCC[C@H]2CO1,0,-14,0.1,-1.4,11,-3,-0.5,0,3,97
NS(=O)(=O)c1ccc(CCNC(=O)C(=O)NCC2OCCN2S(=O)(=O)c2ccc(Cl)cc2)cc1 (stereo not drawn),-2,-3,1.3,-0.1,-5,12,-1.4,0,-8,92
CCCCn1c(N)c(N(CC(C)C)C(=O)c2cc(C)oc2C)c(=O)[nH]c1=O,-9,-5,0.1,1.7,6,3,-0.4,2,-6,112
Cc1cccc(N2CCc3c2nc2ccc(Br)cc2c3N)c1,-4,14,1.1,-2.6,8,-7,0.0,0,-19,91
O=C(c1ccncc1)N1CCN(S(=O)(=O)c2cccc([N+](=O)[O-])c2)CC1,13,6,-0.1,0.2,-2,-5,0.0,1,-3,99
COc1ccc(C(=O)Nc2cccc(OC(=O)c3ccco3)c2)cc1,3,8,0.1,-1.4,-5,-1,-0.5,-5,-17,91
Cc1cc([N+](=O)[O-])ccc1NCc1cccc([N+](=O)[O-])c1,-2,-2,-0.2,1.1,-2,5,0.0,1,3,98
CSCC[C@H](NC(=O)N1CCn2c1nc1ccccc12)C(=O)NC1CC1,-7,-3,0.0,-2.2,1,8,-0.5,3,8,99
COc1ccc(/C=C2\SC(=S)N(CCC(=O)N3CCCCC3)C2=O)cc1,2,4,0.3,-2.6,0,0,-0.7,21,-4,91
COc1ccc(S(=O)(=O)NCc2ccc(C(=O)N(C)Cc3ccco3)cc2)cc1,-4,0,0.5,-0.9,-5,12,-1.3,1,-4,100
COc1ccc(C2c3c(C)nn(-c4ccccc4)c3NC(=O)N2c2ccccc2)cc1 (stereo not drawn),0,-1,-0.4,-0.1,4,7,2.4,-4,4,95
CC1ON=C(c2ccc(F)cc2)NC1=O (stereo not drawn),-1,-5,0.2,-0.2,0,10,-1.6,4,1,96
Cc1c(N)cccc1[N+](=O)[O-],-1,2,-0.2,-0.4,-2,7,0.9,1,7,105
CCOC(=O)C1=C(CS(=O)(=O)c2ccccc2)NC(=O)NC1c1ccc(OC)c(OC)c1 (stereo not drawn),1,-8,0.0,-1.1,2,22,0.4,1,1,98
CCN(CC)S(=O)(=O)c1ccc(-c2nnc(SCC(=O)c3ccc(OC)cc3)o2)cc1,-8,-1,0.0,0.1,-2,7,-2.1,2,-6,95
O=C1CN(C(=O)c2ccccc2Br)C(c2ccc(F)cc2)c2cc(F)ccc2N1 (stereo not drawn),-9,9,0.0,1.4,0,25,0.5,1,2,99
CCOc1cccc(NC(=O)/C(C#N)=C\c2cccnc2)c1,-4,-3,-0.2,2.0,-1,-5,-0.7,1,2,97
O=C(CCC1CCCCC1)NCCS(=O)(=O)N1CCN(c2ccc(F)cc2)CC1,-8,2,0.0,4.7,-2,7,-0.6,-1,2,100
CCn1ccnc1CN1CCc2c([nH]c3ccccc23)C1CC(C)C (stereo not drawn),-4,18,0.3,-2.6,-5,10,1.0,0,24,104
COc1ccc(C(=O)C[n+]2ccc(N)c(C)c2C)cc1,-3,-5,0.3,0.8,-3,3,-4.4,-1,-3,99
COc1cc(OC)cc(C(=O)N[C@H](C(=O)OCC(=O)NC(=O)NC(C)(C)C)C(C)C)c1,3,-3,-0.1,-2.6,-4,20,-0.8,6,-5,98
CCNC(=S)N1CCN(C(c2ccccc2)c2ccccc2)CC1,-6,0,-0.1,-0.8,-4,-5,-1.6,0,-3,100
CCc1sc(C(=O)Nc2cccc(C(C)=O)c2)cc1C,-1,23,0.1,0.6,2,-8,-1.7,3,-4,93
O=C(Nc1ccc(C(=O)N2CCOCC2)cc1)c1cc(-c2cccnc2)nc2ccc(Br)cc12,13,-10,-0.8,-2.0,-7,15,0.6,3,41,95
CCOC(=O)c1c(C)nc(C)c2c(=O)oc3ccccc3c12,-8,-2,0.0,0.2,0,-9,-0.8,0,-4,77
# (next part)
SMILES,ABHD5-PLIN5 inh,Granule exo inh,aDG glyco up,MC4R ag barr,HTR2A ag,MC4R antag cAMP,iPSC survival up,N-glyco inh,H9c2 protect,ABCB6 inh 2
N#C/C(=C\c1cn[nH]c1-c1ccccc1)C(=O)NC1CCCCCC1,-6,-1,-0.2,1.6,-5,5,-2.3,1,-8,99
CN(C)C(=O)CN1C(=O)NC2(CCc3ccccc32)C1=O (stereo not drawn),-3,-2,0.0,-4.8,4,1,1.4,0,4,86
COC(=O)[C@H](CC(C)C)NC(=O)Nc1ccc(S(N)(=O)=O)cc1,8,-3,-0.2,0.1,6,0,-0.5,1,-1,91
CC(OC(=O)c1nc(Cl)ccc1Cl)C(=O)Nc1ccc2c(c1)OCCO2 (stereo not drawn),-9,15,0.1,-2.4,6,1,-0.4,1,-4,94
COc1cccc(N2CC(C(=O)Nc3nnc(SCCC4OCCO4)s3)CC2=O)c1 (stereo not drawn),-5,-4,0.0,-0.1,-2,10,-0.1,-1,-3,101
Cc1ccccc1CNC(=O)C1CCC(=O)N(C2CC2)C1 (stereo not drawn),4,3,-0.1,-1.7,2,0,-0.3,0,-1,95
COc1cc(NC(=O)Nc2ccccc2OC)c(OC)cc1NC(=O)CN1CCCCC1,4,4,2.0,-2.6,-4,6,4.2,2,6,98
O=C(Cc1ccccc1)NN1C(=O)C2C3C=CC(C3)[C@@H]2C1=O (stereo partly drawn),-2,-4,-0.1,-0.5,0,4,13,1,-2,106
CCOc1ccc(N2CC(C(=O)Nc3nnc(C4CCCCC4)s3)CC2=O)cc1 (stereo not drawn),-2,1,0.2,-1.9,4,-3,-0.8,1,0,91
O=C(OCc1ccc([N+](=O)[O-])cc1)c1ccccn1,-2,2,-0.1,-0.3,3,5,-0.8,3,-4,91
COc1ccc(OC)c(-c2csc(N(CC3CCCO3)C(=O)Cc3ccccc3)n2)c1 (stereo not drawn),-8,0,0.1,-1.1,-3,7,-3.2,-3,-8,88
CS(=O)(=O)N(Cc1ccc(C(=O)NN=C2CCCCCC2)cc1)c1ccccc1,2,16,-0.4,1.1,1,-2,2.3,5,6,100
COc1ccccc1C(=O)NCCC(=O)N(C)Cc1cccs1,-5,1,-0.2,1.5,3,-2,0.0,0,-1,99
Cc1onc(-c2ccccc2)c1NC(=O)N(CCC#N)Cc1cccs1,8,10,-0.1,1.9,5,9,-0.6,0,0,97
COc1ccc(S(=O)(=O)N2CCCCCC2)cc1NC(=O)Cc1ccc(OC)c(OC)c1,4,0,-0.2,-1.8,-6,4,3.7,-9,4,127
COC/C=C/C1=CC2=CC(=O)C(C)(OC(=O)c3cnc4ccccc4n3)C(=O)C2=CN1CCN1CCOCC1 (stereo not drawn),8,3,0.1,0.5,12,4,-0.8,-4,-2,101
O=C(Nc1nc2c(Cl)cccc2s1)C1CC1,6,-3,-0.1,-3.0,2,-2,-0.4,3,-4,104
COC1=CC(=O)c2nc(Cl)ccc2C1=O,18,86*,1.0,·,-1,·,-1.7,-18,-16,105
COc1cccc(NC(=O)C2(C)CCN2C(=O)CCc2ccc(Cl)cc2Cl)c1 (stereo not drawn),-2,0,0.2,0.0,5,14,6.0,-3,-6,96
Cc1ccc(Cl)cc1NC(=S)N(CCN(C)C)Cc1cccs1,-2,-1,1.6,-1.6,-6,-1,-0.2,0,2,90
COc1ccc(-c2cc3nc(NCCOc4ccccc4)ccn3n2)cc1,-4,-6,0.3,4.1,8,18,-3.0,1,4,97
COc1cc(NC(=O)c2cc(-c3ccccc3Cl)on2)cc(OC)c1OC,-7,69*,-0.1,-0.9,-6,-18,-0.2,21,16,94
C[C@@H]1CN([C@@H](C)CO)C(=O)CCCn2nncc2CO[C@H]1CN(C)C(=O)OCc1ccccc1,-6,0,-0.2,-0.3,0,5,-4.5,1,-1,101
CC1(C)Cc2ccccc2-c2n[nH]c(=S)n21,-2,-1,-0.1,-0.8,0,3,1.0,0,0,99
CCOc1ccc(C(=O)n2cc(C(=O)OC)c3ccccc32)cc1,1,18,-0.1,-1.8,0,-11,-0.7,19,-4,96

# Single records (already shown). Order of screens: ABHD5-PLIN5 inh	Granule exo inh	aDG glyco up	MC4R ag barr	HTR2A ag	MC4R antag cAMP	iPSC survival up	N-glyco inh	H9c2 protect	ABCB6 inh 2
# `C[C@@H]1CN([C@@H](C)CO)C(=O)CCCn2nncc2CO[C@H]1CN(C)C(=O)OCc1ccccc1` in the list: -6	0	-0.2	-0.3	0	5	-4.5	1	-1	101
# `O=C(Nc1ccc(C(=O)N2CCOCC2)cc1)c1cc(-c2cccnc2)nc2ccc(Br)cc12` in the list: 13	-10	-0.8	-2.0	-7	15	0.6	3	41	95
# `COc1ccc(C(=O)Nc2cccc(OC(=O)c3ccco3)c2)cc1` in the list: 3	8	0.1	-1.4	-5	-1	-0.5	-5	-17	91

# (further entries)
SMILES,ABHD5-PLIN5 inh,Granule exo inh,aDG glyco up,MC4R ag barr,HTR2A ag,MC4R antag cAMP,iPSC survival up,N-glyco inh,H9c2 protect,ABCB6 inh 2
COc1ccc(Cc2nc(=S)[nH][nH]2)cc1Br,-8,-1,0.8,-1.6,-1,3,0.9,1,-10,119
CCNC(=O)COc1ccc(OCc2ccccc2)cc1,-8,-2,-0.1,2.6,-2,1,-0.5,0,0,99
CCOC(=O)C1CCN(C(=O)CSc2c3c(nc4ccccc24)CCC3)CC1,10,-1,0.4,-0.9,-7,19,-2.3,2,9,97
COc1cccc(C(=O)O[C@H]2[C@H](C)NS(=O)(=O)[C@H]3C[C@@H]4C=C[C@]23O4)c1,0,-2,-0.1,-0.5,11,4,-0.7,3,0,99
COC(=O)c1cc(NC2c3ccccc3C(=O)N2c2ccc(Cl)cn2)cc(C(=O)OC)c1 (stereo not drawn),4,3,0.0,-0.9,-1,10,2.8,3,-3,98
C=CCOc1c(Br)cc(CNc2nccs2)cc1OC,3,-1,-0.3,2.1,-2,-7,1.8,0,-5,101
Cn1cnc(S(=O)(=O)NCc2ccccc2)c1,-6,0,0.0,-3.4,4,9,0.1,3,4,92
Cc1ccc(C(=O)N/C(=C/c2ccco2)C(=O)N2CCC(C)CC2)cc1,-4,-7,0.0,-1.0,2,7,-0.5,4,-4,113
CCN(CC)C(=O)C1CC(c2ccc(OC)cc2)=NO1 (stereo not drawn),-2,-1,0.0,-1.4,1,4,2.2,0,-4,94
COc1ccccc1CN(C)C(=O)c1cccc(S(=O)(=O)N2CCN(Cc3ccccc3)CC2)c1,4,-4,0.1,-2.7,6,3,0.9,-1,-9,99
O=C(Nc1ccccc1N1CCOCC1)c1cc2c(s1)CCCCC2,2,6,-0.4,1.3,2,5,-0.6,-2,-11,93
COc1ccccc1CNC(=O)C(=O)NCC1OCCN1S(=O)(=O)c1ccc2c(c1)OCCO2 (stereo not drawn),1,-2,-0.2,-0.4,1,2,-1.2,0,8,100
Cc1ccc2c(C)c(C(=O)N(Cc3ccc(F)cc3)C3CCS(=O)(=O)C3)oc2c1 (stereo not drawn),6,3,-0.1,-0.8,6,8,-0.3,-1,6,90
Cc1cc(CSc2ccccc2)ccc1NC(=O)c1ccc(CN2CCOCC2)cc1,-5,4,0.8,-1.8,-2,2,-1.1,0,-13,87

# Compound activity as filed in PubChem BioAssay.
